OX1R antagonist: OX1R (HCRTR1) antagonists, primary screen, fluorescence, CHO/OX1R cells, Fluo-8 calcium, orexin A; Orexin/Hypocretin receptor type 1 (Homo sapiens), O43613; Fluo-8 calcium fluorescence; inhibition, % at 5 µM; hit rate 0.43% among 330,000; AID 434989, 2010;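 active = inhibition above its plate's threshold, mean inhibition of all tested compounds on the plate plus 3 SD, cut at about 37% in these data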;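 also: 0% = orexin A challenge wells and 100% = SB-334867-A antagonist wells; not every result past the cut was called active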
Target sequence (O43613 whole entry, looked up): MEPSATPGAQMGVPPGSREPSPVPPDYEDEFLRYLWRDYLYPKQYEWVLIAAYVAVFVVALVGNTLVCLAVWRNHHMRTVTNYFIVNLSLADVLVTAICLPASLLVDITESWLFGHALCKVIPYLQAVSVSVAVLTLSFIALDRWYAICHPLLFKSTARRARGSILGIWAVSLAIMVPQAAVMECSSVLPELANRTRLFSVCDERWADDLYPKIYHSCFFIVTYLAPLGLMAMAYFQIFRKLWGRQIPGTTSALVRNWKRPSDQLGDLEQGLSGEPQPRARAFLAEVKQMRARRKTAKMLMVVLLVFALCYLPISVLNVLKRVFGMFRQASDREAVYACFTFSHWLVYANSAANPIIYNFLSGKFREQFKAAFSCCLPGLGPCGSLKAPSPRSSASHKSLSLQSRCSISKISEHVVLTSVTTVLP
CHT allo act: CHT positive allosteric modulators, primary screen, cell-based, membrane potential dye, choline EC20; CHT-expressing cells; hits give high values; LV-AA mutant CHT in HEK293 cells; High affinity choline transporter 1 (Homo sapiens), Q9GZV3; hit rate 0.49% among 310,000; B-score at 10 µM;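 active = initial fluorescence not abnormally high and integrated response B-score, plate-corrected, over 3 SD above library mean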
Target sequence (Q9GZV3 whole entry, looked up): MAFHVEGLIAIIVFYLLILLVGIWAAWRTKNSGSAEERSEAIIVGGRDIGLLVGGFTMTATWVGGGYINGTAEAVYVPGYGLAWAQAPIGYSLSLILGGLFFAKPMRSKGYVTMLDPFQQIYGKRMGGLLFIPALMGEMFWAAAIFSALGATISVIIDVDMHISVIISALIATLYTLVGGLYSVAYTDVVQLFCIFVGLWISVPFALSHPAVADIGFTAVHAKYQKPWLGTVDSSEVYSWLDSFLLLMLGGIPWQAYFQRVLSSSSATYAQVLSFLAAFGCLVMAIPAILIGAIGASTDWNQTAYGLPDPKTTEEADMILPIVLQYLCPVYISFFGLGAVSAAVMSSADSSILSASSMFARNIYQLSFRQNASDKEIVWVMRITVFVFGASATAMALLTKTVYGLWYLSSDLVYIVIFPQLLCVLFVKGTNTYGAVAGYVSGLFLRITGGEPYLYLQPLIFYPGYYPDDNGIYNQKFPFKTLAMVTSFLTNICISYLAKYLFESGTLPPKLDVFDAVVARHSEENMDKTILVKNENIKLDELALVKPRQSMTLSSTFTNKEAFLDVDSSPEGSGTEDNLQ
Numbers without * were called inactive; i = inactive; . = no result given. Not a hit list, and some 0.83% of all compounds hit somewhere here.

The first 19 compounds, to show the layout:
SMILES	OX1R antagonist	CHT allo act
COC(=O)c1cccc(C23CC4(C2)[C@H](CN(Cc2ccc(-c5ccccc5)cc2)[C@@H]4c2ccccc2)C3c2ccccc2)c1 (some centres not stated)	-26.6	i
Cc1nc(Cl)c(C(=O)NC(=O)NCc2ccccc2)c(C)c1Cl	-33.7	i
COc1ccc(N(CC(=O)NCC2CCCO2)C(=O)CCC(=O)Nc2nccs2)cc1 (configuration not stated)	-4.0	i
O=C(CCc1c[nH]c2ccccc12)N1CCCC1	-26.8	i
CC1(C)C2CC=C(/C=N/NC(=O)c3ccccc3O)C1C2 (configuration not stated)	-18.3	i
Cc1ccc(CSCC(=O)N/N=C/c2ccc(OCC(=O)Nc3ccc(C)cc3)cc2)cc1	7.3	i
O=C(CCSc1ccccc1)Nc1ccc(S(=O)(=O)N2CCOCC2)cc1	-11.4	i
CCOC(=O)c1c(C)n(CC(O)CN(CC)CC)c2cc(Br)c(OC)cc12 (configuration not stated)	-24.1	i
COCCn1c(SCC(=O)Nc2cccc(C(=O)OC)c2)nc2ccccc2c1=O	-12.8	i
Cc1cc(C)cc(Nc2nc3ccccc3c(=O)[nH]2)c1	-26.8	i
O=C(CP(=O)(c1ccccc1)c1ccccc1)Nn1cnnc1	-0.7	i
Cc1ccc(-n2c(SCC(=O)O)nc3sc4c(c3c2=O)CCCC4)cc1	-7.0	i
CCOc1ccc(CNC2CCCc3ccccc32)cc1 (configuration not stated)	-22.5	i
COC(=O)/C=c1/s/c(=C(\C#N)C(=O)NCc2ccco2)n(-c2ccccc2)c1=O	2.5	i
O=C(Nn1cnnc1)c1ccccc1F	8.9	i
CCOC(=O)C1=C(c2ccccc2)N=c2s/c(=C\c3ccco3)c(=O)n2C1c1cccs1 (configuration not stated)	2.9	i
CCCCOC(=O)CCCN1C(=O)/C(=C2\SC(=S)N(CCCC(=O)OCCCC)C2=O)SC1=S	-3.2	i
Cc1cccc(-n2nnc3cnn(C)c3c2=O)c1	-4.5	i
CC(=O)NC(Cc1ccccc1C)C(=O)NC1CCN(c2nnnn2-c2ccccc2)CC1 (configuration not stated)	-2.3	i

This part in full, from the first entry:
SMILES	OX1R antagonist	CHT allo act
COC(=O)c1cccc(C23CC4(C2)[C@H](CN(Cc2ccc(-c5ccccc5)cc2)[C@@H]4c2ccccc2)C3c2ccccc2)c1 (some centres not stated)	-26.6	i
Cc1nc(Cl)c(C(=O)NC(=O)NCc2ccccc2)c(C)c1Cl	-33.7	i
COc1ccc(N(CC(=O)NCC2CCCO2)C(=O)CCC(=O)Nc2nccs2)cc1 (configuration not stated)	-4.0	i
O=C(CCc1c[nH]c2ccccc12)N1CCCC1	-26.8	i
CC1(C)C2CC=C(/C=N/NC(=O)c3ccccc3O)C1C2 (configuration not stated)	-18.3	i
Cc1ccc(CSCC(=O)N/N=C/c2ccc(OCC(=O)Nc3ccc(C)cc3)cc2)cc1	7.3	i
O=C(CCSc1ccccc1)Nc1ccc(S(=O)(=O)N2CCOCC2)cc1	-11.4	i
CCOC(=O)c1c(C)n(CC(O)CN(CC)CC)c2cc(Br)c(OC)cc12 (configuration not stated)	-24.1	i
COCCn1c(SCC(=O)Nc2cccc(C(=O)OC)c2)nc2ccccc2c1=O	-12.8	i
Cc1cc(C)cc(Nc2nc3ccccc3c(=O)[nH]2)c1	-26.8	i
O=C(CP(=O)(c1ccccc1)c1ccccc1)Nn1cnnc1	-0.7	i
Cc1ccc(-n2c(SCC(=O)O)nc3sc4c(c3c2=O)CCCC4)cc1	-7.0	i
CCOc1ccc(CNC2CCCc3ccccc32)cc1 (configuration not stated)	-22.5	i
COC(=O)/C=c1/s/c(=C(\C#N)C(=O)NCc2ccco2)n(-c2ccccc2)c1=O	2.5	i
O=C(Nn1cnnc1)c1ccccc1F	8.9	i
CCOC(=O)C1=C(c2ccccc2)N=c2s/c(=C\c3ccco3)c(=O)n2C1c1cccs1 (configuration not stated)	2.9	i
CCCCOC(=O)CCCN1C(=O)/C(=C2\SC(=S)N(CCCC(=O)OCCCC)C2=O)SC1=S	-3.2	i
Cc1cccc(-n2nnc3cnn(C)c3c2=O)c1	-4.5	i
CC(=O)NC(Cc1ccccc1C)C(=O)NC1CCN(c2nnnn2-c2ccccc2)CC1 (configuration not stated)	-2.3	i
CC(C)Oc1ccc(C(=O)OC(C)C(=O)Nc2nc(-c3cccc([N+](=O)[O-])c3)cs2)cc1 (configuration not stated)	-8.8	i

An excerpt from above in order of the OX1R antagonist value, largest number first:
SMILES	OX1R antagonist
COC(=O)/C=c1/s/c(=C(\C#N)C(=O)NCc2ccco2)n(-c2ccccc2)c1=O	2.5
CC(=O)NC(Cc1ccccc1C)C(=O)NC1CCN(c2nnnn2-c2ccccc2)CC1 (configuration not stated)	-2.3
COc1ccc(N(CC(=O)NCC2CCCO2)C(=O)CCC(=O)Nc2nccs2)cc1 (configuration not stated)	-4.0

Other structures.
SMILES	OX1R antagonist	CHT allo act
Cc1cc(Cl)ccc1OCCCC(=O)N1CCN(C(=O)c2ccco2)CC1	-28.4	i
Cc1cccc(OCCOC(=O)c2ccc(F)c(S(=O)(=O)N3CCOCC3)c2)c1	-3.3	.
CC(CC(=O)Nc1ccc(C(N)=O)cc1)c1ccccc1 (configuration not stated)	-7.0	i
COc1cccc(CNC(=O)c2ccc(C3SCCS3)cc2)c1	-18.5	i
Oc1ccc(Cl)cc1CNc1ccc(Br)cn1	-0.2	i
Cc1c(C)c2ccc(OCC(=O)NCCc3c[nH]c4ccccc34)c(C)c2oc1=O	-2.6	i
Cc1cc(C)c(S(=O)(=O)N(CC(=O)N2CCOCC2)C2CCCCC2)c(C)c1	-21.6	i
O=C(Cc1n[nH]c(=O)c2ccccc12)OCC(=O)c1ccc(F)c(F)c1	1.1	i
Cc1cc(C(=O)N/N=C/c2ccc(-c3ccccc3Cl)o2)n[nH]1	3.9	i
COC(=O)c1ccc2c(=O)[nH]c(CN3c4ccccc4CC3C)nc2c1 (configuration not stated)	-8.6	i
O=C1C=C(Nc2cccc3cccnc23)c2ccccc2C1=O	-10.1	i
O=C(O)CC1(CC(=O)Nc2ccc3c(c2)OCCCO3)CCCCC1	-6.4	i
CCC(=O)N1CCN(c2c(Cl)cccc2[N+](=O)[O-])CC1	-15.6	i
CC[C@]12c3[nH]c4ccc(Cl)cc4c3CCN1C(=O)[C@@H](CC(=O)NCCc1ccccn1)C[C@@H]2C(=O)N1CCN(C(=O)c2ccco2)CC1	-13.6	.
COc1cc2c(cc1OC)C(c1ccc(C)cc1)NC(=O)C2 (configuration not stated)	.	i
Cc1c(C(=O)N2CCCCC2C)sc2ncnc(N3CCc4ccccc4C3)c12 (configuration not stated)	-51.8	i
CS(=O)(=O)c1ccc(Cl)c(NC(=O)CSc2nnc(C3CC3)n2C2CC2)c1	-7.0	.
O=C(O)C1CCN(S(=O)(=O)c2ccc(Cl)s2)CC1	-4.9	.
Cc1ccc(C(=O)CNc2cccc(Cl)c2)cc1	-8.4	i
Cc1ccc(SCC(=O)N2CCN(c3ccccn3)CC2)cc1	-25.7	i
O=C1NC(=S)S/C1=C\c1ccc2ccccc2c1	-13.1	i
NC(=O)CCCCC(=O)OCCCc1cccs1	-10.3	i
COC(=O)c1ccc(CN2[C@H](C(=O)OC)C[C@@]3(O)[C@H](O)[C@H](O)[C@H](O)C[C@@H]23)cc1	-6.0	i
COc1ccc(C2C(C(C)=O)=C(C)Nc3ncnn32)cc1 (configuration not stated)	-2.7	i
COc1ccccc1-c1nc(C#N)c(N2CCN(c3ccccc3)CC2)o1	-24.6	i
COC(=O)C1CCCCN1C(=O)c1ccc(OC2CCN(C(C)=O)CC2)c(OC)c1 (configuration not stated)	-8.5	i
O=C(O)c1ccc2c(=O)n3cc(C(=O)c4ccccc4O)cc(Cl)c3nc2c1	3.2	i
Cc1c(CCC(=O)NCCCN2CCCC2=O)c(=O)oc2cc(O)ccc12	-23.6	i
Cn1nccc1C(=O)N1CCCC(C(=O)c2cccc3ccccc23)C1 (configuration not stated)	-17.7	i
COc1ccc([C@H]2CC(=O)C=C(c3cc(OC)ccc3OC)C2)cc1	-9.3	.
COc1ccc(C(=N/O)/C(=N/O)c2ccc(OC)cc2)cc1	-6.4	i
Fc1ccccc1NC(=S)N1CCCCC1	10.9	i
COCC(C)NC(=O)c1ccc(-n2nc(C(F)(F)F)cc2-c2cccs2)cc1 (configuration not stated)	-24.2	i
C=CCNC(=S)NCC	2.3	i
CC(=O)Nc1ccc(NC(=O)COC(=O)c2ccc(C)s2)cc1	9.0	i
O=C(O)CNS(=O)(=O)c1ccc2c(c1)C(=O)c1cc(S(=O)(=O)NCC(=O)O)ccc1-2	.	i
O=C(Nc1ccc(-c2nnco2)cc1)c1ccccc1	-14.4	i
COCCNC(=S)N/N=C(\C)c1ccc(OC)cc1	4.5	i
CCOC(=O)c1sc(NC(=O)CSc2nnc(Cc3ccccc3)o2)c(C(=O)OCC)c1C	-23.8	i
COc1cc(/C=C2\SC(=Nc3ccc(F)cc3)N(c3ccc(F)cc3)C2=O)ccc1OCC(=O)O	-14.6	i
COc1ccc(NS(=O)(=O)c2cc(NC(=O)C3CC3)ccc2N2CCCCC2)cc1	3.6	i
COc1ccc(CC(=O)NNC(=S)Nc2ccccc2)cc1Br	-11.7	i
COc1ccccc1N1CCN(C2CC(=O)N(c3cccc(Cl)c3)C2=O)CC1 (configuration not stated)	-27.4	i
COC(=O)c1c(NC(NC(=O)C(C)(C)C)C(Cl)(Cl)Cl)sc2c1CCC2 (configuration not stated)	7.9	i
COC(=O)c1ccc(CN2CCC(Oc3cccc(C(=O)N4CCOCC4)c3)CC2)cc1	-16.2	i
CCOC(=O)c1cn[nH]c1NC(=S)Nc1ccc(OC)cc1	-17.2	i
Clc1ccc2c(NCc3ccccn3)ncnc2c1	8.8	i
CC(C(=O)O)N1C(=O)CSc2ncccc21 (configuration not stated)	-10.2	i
COc1ccc(CNC(=O)CN2C(=O)c3ccc([N+](=O)[O-])cc3C2=O)cc1	-21.5	i
O=C(COc1ccc([N+](=O)[O-])cc1Cl)NCCc1ccccc1	-3.6	i
Cn1c(CN2CCN(S(C)(=O)=O)CC2)nc2cc([N+](=O)[O-])ccc21	5.2	i
Cc1c(C(=O)N2CCN(c3ccccn3)CC2)sc2ncnc(N3CCN(c4ccccc4)CC3)c12	-23.9	i
C[C@]12C=CC(=O)C=C1CCC1C2CC[C@@]2(C)C1CCC21OCCO1 (some centres not stated)	-5.8	.
O=C(NCc1ccccc1)C1CCCN1S(=O)(=O)c1ccc(F)cc1 (configuration not stated)	-21.4	i
COC(=O)COc1ccc(C(=O)Cn2c(NCCCO)nc3ccccc32)cc1	-2.0	i
COc1ccc([C@H]2CC(=O)C=C(c3cc(F)ccc3F)C2)cc1OC	1.8	.
COc1ccccc1N(CC(O)Cn1ccnc1C)S(=O)(=O)c1ccc(C)cc1 (configuration not stated)	-10.6	i
Cc1cccc(CC2CC(=O)N(c3ncccn3)C2=O)c1 (configuration not stated)	-8.7	i
O=S(=O)(/C=C/c1ccccc1)NCCc1ccccn1	-20.4	i
COc1ccc(O)c(/C=N/Nc2nc(C)cc(-c3ccccc3)n2)c1	11.1	i

New compounds follow.
SMILES	OX1R antagonist	CHT allo act
O=S1(=O)N[C@@H](CC2CCCCC2)COc2cc(Br)ccc21	3.3	.
COCCNC(=S)N1CCN(c2cccc(C)c2C)CC1	-17.8	i
Cc1ccc(S(=O)(=O)NCCn2nc(C)cc2C)cc1	-17.5	i
COc1ccc(/C=C(\C#N)C(=O)OCC(=O)N2CC(C)OC(C)C2)cc1 (configuration not stated)	-14.2	i
CSc1ccccc1C(=O)NCCSc1ccc(C)cc1	-19.7	i
COc1cccc(N2C(=O)C(c3ccccc3)=C(c3nc4ccccc4s3)C2NC(C)=O)c1 (configuration not stated)	-6.0	i
COc1ccccc1NC(=O)c1c(Br)cnn1C	-14.7	i
Cn1c(=O)c2c(SCC(=O)NCc3ccco3)nc(-c3ccccc3Cl)nc2n(C)c1=O	-23.5	i
COCCC1CCCCN1C(=O)c1ccc2nc(Cc3ccccc3F)oc2c1 (configuration not stated)	-23.8	i
Cc1cc(C)cc(NC(=O)CCCSc2nc3ccccc3[nH]2)c1	-21.7	i
Cc1ccc(S(=O)(=O)Oc2cccc(/C=N/Nc3ccc(C(=O)O)cc3)c2)cc1	-17.0	i
Cc1cc(=O)oc2cc(OCC(=O)Nc3cccnc3)ccc12	-9.8	.
Cc1c(C)c2cc(Cl)c(OCC(=O)NCCCn3ccnc3)cc2oc1=O	-14.3	i
COc1cccc(OCCSc2nnc3sc4ccccc4n23)c1	-5.5	i
O=C(CNC(=S)NC(=O)c1ccc(F)cc1)c1ccccc1	-4.3	i
CC(C)(O)C(=O)N/N=C\c1ccc(OC/C=C/c2ccccc2)cc1	.	i
Cc1cc(C)cc(NC(=S)NC2CC3CCCC(C2)N3C2CC2)c1 (configuration not stated)	-6.2	i
COc1ccc(N(Cc2cc3cccc(C)c3[nH]c2=O)S(=O)(=O)c2ccc(OC)cc2)cc1	-28.8	i
N#CC1C(=O)NC(N2CCN(c3ccccc3)CC2)=NC12CCCCC2 (configuration not stated)	-17.0	i
Cc1cccc(N/N=C2/COC(C)(C)CC2=O)c1	6.7	i

Given with each value named: 2 of the compounds above
> Cc1ccc(C(=O)CNc2cccc(Cl)c2)cc1
  OX1R antagonist: -8.4
  CHT allo act: i

> Cc1ccc(SCC(=O)N2CCN(c3ccccn3)CC2)cc1
  OX1R antagonist: -25.7
  CHT allo act: i

Bioassay records deposited in PubChem by several laboratories.
